OXTR potentiate = human OXTR potentiation; activation, % at 3 µM; CHO-OTR cells, Fluo-8 calcium fluorescence, potentiator mode; 0% = oxytocin EC15, 100% = EC100; AID 2445; 320,000 compounds, 0.061% hits;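 active = activation above that plate's cutoff, the mean activation of tested compounds plus 3 SD, cut at about 6.6% in these data, passing the limit was not always enough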;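 note: 100% uses oxytocin at 75 nM as the full agonist control; some results filed as inactive read as strong as hits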
Target sequence (P30559 whole entry, looked up): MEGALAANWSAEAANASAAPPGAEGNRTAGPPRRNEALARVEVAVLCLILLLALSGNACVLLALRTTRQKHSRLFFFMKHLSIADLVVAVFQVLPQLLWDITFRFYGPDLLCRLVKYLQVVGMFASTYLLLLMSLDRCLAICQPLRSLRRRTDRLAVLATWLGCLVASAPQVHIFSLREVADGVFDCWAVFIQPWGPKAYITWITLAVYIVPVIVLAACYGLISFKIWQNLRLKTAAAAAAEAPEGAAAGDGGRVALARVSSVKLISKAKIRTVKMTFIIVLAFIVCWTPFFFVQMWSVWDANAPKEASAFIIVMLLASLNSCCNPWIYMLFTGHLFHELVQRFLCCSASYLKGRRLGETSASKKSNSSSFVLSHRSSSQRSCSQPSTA
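Assay system: CHO-OTR cells, human receptor / Also added: oxytocin at about EC15, sub-maximal agonist stimulus / Dosing: single dose, 3.0 µM nominal final compound concentration / Incubation: 6 min pre-incubation, 100 s read / Technique: Fluo-8 calcium dye fluorescence / Read-out: % activation vs EC15 and EC100 oxytocin / Benchmarks: EC15 oxytocin low, 75 nM oxytocin high / Replicates: singlicate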
CHO-K1 Ca PAM = counter-screen for M1 PAMs: effect in parental CHO-K1 cells; ATP EC20, Fluo-8 calcium fluorescence; 0% at ATP EC20, 100% at ATP max; activation, % at 3 µM; 360,000 compounds, 0.02% hits;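 active = activation above the run cutoff, the mean activation of all test compounds plus 3 SD, cut at about 40% in these data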;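 note: peak over basal fluorescence ratio in a 140 s read after ATP addition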
GPR7 antag = antagonists of human GPR7 (neuropeptides B/W receptor 1); AID 1861; 290,000 compounds, 1.1% hits; GPR7-expressing cells, fluorescence antagonist assay; inhibition, % at 4.4 µM; P48145; in the data active = inhibition above about 16%, passing the limit was not always enough;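 note: cells stimulated with the agonist NPW; 0% = agonist with vehicle and 100% = vehicle without agonist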
Target sequence (P48145 whole entry, looked up): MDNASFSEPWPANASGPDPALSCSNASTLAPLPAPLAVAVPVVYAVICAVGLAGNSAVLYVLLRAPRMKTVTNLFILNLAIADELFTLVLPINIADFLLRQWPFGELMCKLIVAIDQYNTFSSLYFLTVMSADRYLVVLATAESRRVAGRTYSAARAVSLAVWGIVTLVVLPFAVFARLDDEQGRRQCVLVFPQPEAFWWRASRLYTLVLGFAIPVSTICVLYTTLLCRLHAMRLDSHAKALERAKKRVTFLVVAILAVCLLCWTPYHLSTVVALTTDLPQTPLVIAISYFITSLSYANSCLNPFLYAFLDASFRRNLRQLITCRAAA
CHO-K1 Ca ag = counter-screen for M1 agonists: effect in parental CHO-K1 cells; Fluo-8 calcium fluorescence; scaled to maximal ATP response, vehicle zero; activation, % at 3 µM; 360,000 compounds, 0.48% hits; in the data active = activation above about 15%;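 note: untransfected CHO-K1 host cells lacking M1 receptor as counterscreen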
V1R ag counter = counter-screen for oxytocin receptor agonists: human V1a receptor agonists; P37288; CHO-V1R cells, Fluo-8 calcium fluorescence, agonist mode; 0% DMSO, 100% 3 nM vasopressin; activation, % at 3 µM; 320,000 compounds, 0.25% hits;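 active = activation above the mean activation of all tested compounds plus 3 SD, per screening run, cut at about 20% in these data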;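 note: signal is peak over basal fluorescence ratio across a 100 second FLIPR read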
TAAR1 antagonist = human TAAR1 antagonism. Q96RJ0. CHO RD-HGA16 TAAR1, Fluo-8 calcium fluorescence, antagonist. inhibition, % at 3 µM. 360,000 compounds, 1.5% hits. AID 624466;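 active = inhibition above a per-plate cutoff, the mean inhibition of test compounds on that plate plus 3 SD, cut at about 49% in these data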;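 note: 0% = DMSO plus EC80 beta-PEA response and 100% = DMSO alone without agonist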
Target sequence (Q96RJ0 whole entry, looked up): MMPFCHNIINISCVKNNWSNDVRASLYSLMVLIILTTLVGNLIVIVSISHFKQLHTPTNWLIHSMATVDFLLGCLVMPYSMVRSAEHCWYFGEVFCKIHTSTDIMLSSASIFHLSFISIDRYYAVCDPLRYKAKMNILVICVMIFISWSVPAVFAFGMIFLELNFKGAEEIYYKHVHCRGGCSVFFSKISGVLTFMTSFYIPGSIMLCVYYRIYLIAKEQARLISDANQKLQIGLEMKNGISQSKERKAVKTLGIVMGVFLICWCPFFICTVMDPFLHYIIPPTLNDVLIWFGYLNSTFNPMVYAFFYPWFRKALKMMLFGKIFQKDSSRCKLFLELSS
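Assay system: CHO-derived RD-HGA16 cells stably expressing human TAAR1 plus Gα16. Timing: 140 s kinetic read after compound, 140 s after agonist. Technique: kinetic Fluo-8 calcium fluorescence measurement. Measure: % inhibition of agonist calcium response.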
OXTR agonist = human OXTR agonism; P30559; AID 2435; 320,000 compounds, 0.32% hits; CHO-OTR cells, Fluo-8 calcium fluorescence; normalized: DMSO 0%, oxytocin 100%; activation, % at 3 µM;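 active = activation above the mean of all tested compounds plus 3 SD, cutoff set per screening run, cut at about 20% in these data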;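 note: peak over basal fluorescence ratio from a 100 s FLIPR kinetic read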
CHO-K1 Ca antag = nonselective inhibitor or artifact in parental CHO-K1 cells; ATP-induced calcium, Fluo-8 fluorescence; inhibition, % at 3 µM; 360,000 compounds, 0.6% hits; AID 602250;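 active = inhibition above a per-plate cutoff, the plate's mean sample inhibition plus 3 SD, cut at about 24% in these data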;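 note: 0% = DMSO plus EC80 ATP and 100% = DMSO alone without ATP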
CHO parental Ca = signal in parental CHO cells, OX1R antagonist counter-screen. parental CHO-K1, ATP-induced calcium, Fluo-8 fluorescence. inhibition, % at 5.6 µM. 330,000 compounds, 0.63% hits;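 active = inhibition above that plate's mean sample inhibition plus 3 SD, cut at about 26% in these data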;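 note: 0% = ATP-challenged DMSO wells and 100% = DMSO wells without ATP; some compounds past the cut are filed as inactive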
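Test system: untransfected parental CHO cell line. Compound: one dose, 5.6 µM nominal. Detection: intracellular calcium via Fluo-8 no-wash fluorescent dye. Measure: % inhibition. Benchmarks: ATP-challenged DMSO wells low, unchallenged DMSO wells high.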
* marks the source's active call; other numbers are inactive results; x = not tested or not shown.

cpd | Structure | CHO-K1 Ca PAM | TAAR1 antagonist | GPR7 antag | V1R ag counter | CHO parental Ca | CHO-K1 Ca antag | OXTR potentiate | OXTR agonist | CHO-K1 Ca ag
1 | COc1ccc(CNC(=O)[C@H](Cc2c[nH]c3ccccc23)NC(C)=O)cc1OC | 15 | -1 | -1 | -1.0 | 2 | -13 | 0 | 0.8 | 1.5
2 | CN1CCN(c2ccc(CNC(=O)C3Cc4c(-c5ccc(Cl)cc5)ccnc4O3)cc2)CC1 (stereo not drawn) | -14 | -19 | x | x | x | 15 | x | x | 0.1
3 | Cc1cc(C)cc(NC(=O)C(=O)NCC2CCCN2S(=O)(=O)c2cccs2)c1 (stereo not drawn) | -10 | 8 | x | -0.3 | -18 | 1 | -10 | -1.4 | 1.4
4 | CSc1nnc(C)c(=O)n1COC(=O)COc1ccc(Cl)cc1 | -12 | -3 | -12 | 1.1 | -4 | 19 | -1 | 1.6 | 10
5 | Cc1ccc(N(CC(=O)Nc2cc(Cl)ccc2Oc2ccccc2)S(C)(=O)=O)c(C)c1 | 25 | 5 | 9 | 1.4 | -8 | -11 | -13 | 0.2 | 1.8
6 | CCCCCCc1cc2cc(C(N)=O)c(=N)oc2cc1O | x | x | -6 | 11 | -7 | x | -20 | 9.4 | x
7 | CCN(CC)C(=O)C1=C(C)N(Cc2ccccc2)C(=O)C(CC(=O)NC2CCCC2)C1 (stereo not drawn) | 21 | -7 | x | x | x | -21 | x | x | 0.5
8 | CCN1CCN(C(=O)c2cc3cc([N+](=O)[O-])ccc3oc2=O)CC1 | -2 | -16 | -5 | 0.6 | 3 | -4 | 0 | -0.2 | -0.1
9 | CCN(CC)CCN(Cc1cc2cc3c(cc2[nH]c1=O)OCCO3)C(=S)NCC1CCCO1 (stereo not drawn) | 20 | -15 | -5 | -0.7 | -25 | -10 | -17 | -0.7 | 0.1
10 | Cn1c(CO)cnc1SCc1ccc(Cl)cc1 | 11 | -1 | -5 | -1.1 | -3 | -8 | -3 | -0.6 | 0.0
11 | CN(CC(=O)Nc1ccc(F)cc1)CC(=O)Nc1ccc(Cl)c(S(=O)(=O)N2CCOCC2)c1 | -1 | 3 | -8 | 2.2 | -11 | -7 | -4 | -0.4 | 2.4
12 | CS(=O)(=O)N(CC(=O)Nc1c(F)cccc1F)c1ccc(C23CC4CC(CC(C4)C2)C3)cc1 | 9 | 21 | -1 | 1.2 | 3 | -15 | -5 | 0.0 | 0.9
13 | CCCCCc1ccc(-c2cn(CCCOCc3ccccc3)nn2)cc1 | 16 | 8 | 6 | 1.1 | 24 | -21 | -14 | -0.7 | 0.8
14 | CCOc1ccccc1CN1CCN(S(=O)(=O)CC)CC1 | 23 | -8 | -1 | 0.3 | -5 | -9 | -7 | -0.4 | 0.4
15 | CSc1cccc(NC(=O)CSc2ccc(C)cc2)c1 | -6 | 8 | -11 | 0.7 | 3 | 20 | -9 | -0.1 | -0.3
16 | CCc1ccc(CN(C)CC(=O)Nc2ccccc2[N+](=O)[O-])cc1 | 7 | -4 | -9 | -0.8 | -51 | 4 | -6 | -1.4 | 0.1
17 | COc1cccc(NC(=S)N2CCCN(Cc3ccc(F)cc3)C2)c1 | 14 | 10 | 9 | 1.8 | -7 | -13 | -7 | 1.9 | 3.5
18 | CCn1nc(C)c(CNC(=O)CCc2nnc(-c3ccc(C(C)=O)s3)o2)c1C | 26 | 5 | -1 | 0.0 | -10 | -18 | -7 | 0.5 | 1.0
19 | c1cncc(-c2ccc3ncnc(NCc4cccs4)c3c2)c1 | -13 | 8 | x | 1.4 | -14 | -14 | 0 | 1.4 | 0.9
20 | COc1ccccc1OCCn1c(=O)oc2ccc(C)cc21 | -10 | -5 | 2 | -1.3 | -4 | -4 | 1 | -2.4 | 0.5

As entered above:
Result of cpd 17 under CHO-K1 Ca antag: -13
Result of cpd 10 under OXTR potentiate: -3
Result of cpd 18 under TAAR1 antagonist: 5
Result of cpd 11 under GPR7 antag: -8
Result of cpd 15 under OXTR potentiate: -9
Result of cpd 4 under TAAR1 antagonist: -3

Other entries:
cpd | Structure | CHO-K1 Ca PAM | TAAR1 antagonist | GPR7 antag | V1R ag counter | CHO parental Ca | CHO-K1 Ca antag | OXTR potentiate | OXTR agonist | CHO-K1 Ca ag
21 | CC1CN(C(=O)/C(=C/c2ccco2)NC(=O)c2ccccc2)CC(C)O1 (stereo not drawn) | 0 | -5 | -11 | 0.7 | -3 | 0 | -6 | 0.2 | 0.3
22 | Cc1[nH]n(-c2ccccc2)c(=O)c1C(=O)c1ccc([N+](=O)[O-])cc1 | 9 | -6 | -7 | 1.5 | 7 | 3 | -8 | 0.1 | 0.2
23 | CC1CCCCN1S(=O)(=O)c1ccc(S(=O)(=O)N2CCCC2)cc1 (stereo not drawn) | 0 | -7 | 0 | 1.1 | -4 | -5 | -9 | 0.9 | 3.7
24 | O=c1c2ccccc2oc2ccc(-c3ccc4[nH]ccc4c3)cc12 | 1 | 3 | x | 0.1 | 12 | -9 | -7 | 0.8 | 0.7
25 | CC(C)CCN1CCN(Cc2ccc(Sc3nncn3C)o2)CC1CCO (stereo not drawn) | 4 | -11 | 4 | 0.4 | -5 | -11 | -5 | -0.2 | -0.2
26 | CC1Cc2ccccc2N1S(=O)(=O)c1cccc(C(=O)OCC(=O)NCc2ccco2)c1 (stereo not drawn) | 14 | 10 | -13 | 1.1 | -2 | -8 | -16 | 0.2 | 5.4
27 | CCOc1ccc(Nc2cc(=O)n(C)c(=O)n2C)cc1 | 28 | -19 | -9 | 0.1 | -9 | -14 | -3 | -0.2 | 0.8
28 | CC(C)C1Oc2cc3oc(=O)ccc3cc2C1=O (stereo not drawn) | 10 | -21 | 21 | -1.2 | -6 | -5 | -7 | -1.0 | -0.1
29 | C=CCN1C(=O)C(O)(CC(=O)c2ccc(OC)cc2OC)c2cc(Br)ccc21 (stereo not drawn) | 11 | 14 | -2 | 0.4 | -26 | -12 | -19 | 0.5 | 1.6
30 | CC1CN(Cc2ccccc2)c2nc3c(c(=O)[nH]c(=O)n3C)n2C1 (stereo not drawn) | -15 | -29 | -20 | -2.7 | -12 | -2 | -11 | -2.5 | -0.8
31 | COc1ccc2c(c1)CO[C@]21O[C@H](CCO)C[C@H](O)[C@H]1O | 17 | -12 | x | x | x | -1 | x | x | 0.3
32 | O=C(Nc1ccc(Br)cc1)C1CC(O)CN1C(=O)OCc1ccccc1 (stereo not drawn) | 13 | -4 | -3 | 2.8 | -20 | -16 | -5 | 2.2 | 2.3
33 | CC(=O)N1c2ccc(S(=O)(=O)NCCC(=O)NCc3ccc(N(C)C)cc3)cc2CC1C (stereo not drawn) | 23 | -34 | -6 | 1.4 | -14 | -9 | -3 | 1.1 | 0.9
34 | O=C(CCC(=O)OCCCC(F)(F)C(F)(F)F)Nc1ccc(Cl)cc1Cl | 18 | -18 | -5 | -0.6 | -16 | -10 | -24 | -1.8 | 0.0
35 | N#Cc1cccc(NC(=O)CCN2C(=O)C3CCCCC3C2=O)c1 (stereo not drawn) | 13 | -4 | x | 1.1 | -4 | -10 | -8 | -0.5 | 0.7
36 | O=C(Nc1ccc2c(c1)OCO2)C1CCCN1C(=O)Nc1ccccc1 (stereo not drawn) | 4 | -8 | -3 | 0.2 | -17 | -3 | -6 | 0.5 | 0.9
37 | Cc1cc(=O)n(CCc2ccccc2)c(O)c1C#N | 10 | 3 | -9 | 0.2 | -4 | -5 | -3 | 0.0 | -0.3
38 | COCC(=O)N(c1ccccc1)C(C)C(=O)OC (stereo not drawn) | 28 | 5 | -5 | 2.5 | -2 | -13 | -2 | 0.0 | 0.7
39 | Cc1cccc(C(=O)N2CCCCCC2)c1[N+](=O)[O-] | 4 | -16 | -3 | 1.4 | 1 | -9 | -6 | -0.3 | 0.3
40 | CS(=O)(=O)N(CC(=O)Nc1ccc(F)cc1F)C1CCCCC1 | 19 | -25 | 1 | 0.9 | 2 | -7 | -2 | -0.9 | 0.2
41 | CCCC(=O)C1C(=O)CC(C)(C)C(c2cc(C)no2)C1=O (stereo not drawn) | 3 | -7 | -3 | 0.7 | 5 | 0 | -2 | -0.1 | 0.3
42 | COCCOC(=O)C1=C(C)NC(=O)NC1c1ccc(OC(=O)c2ccco2)c(OC)c1 (stereo not drawn) | 16 | 24 | 7 | -1.1 | -32 | -9 | -2 | 1.3 | 3.1
43 | COc1cc(OC)cc(C2=Cc3ccc(OC)cc3C(CC(C)=O)N2c2ccc(C#CC3(N)CCCCC3)cc2)c1 (stereo not drawn) | -13 | 35 | x | x | x | 6 | x | x | 2.0
44 | CCSc1ccccc1-c1nc(-c2ccncc2)no1 | -1 | -22 | -26 | -1.1 | -20 | -5 | -6 | -1.0 | 0.1
45 | C=CCN1C(c2cccc(C(F)(F)F)c2)=CS/C1=C(/C#N)c1nnc(N2CCOCC2)n1-c1ccccc1 | 16 | 16 | 5 | -0.1 | -36 | -13 | -7 | -2.4 | 0.9
46 | O=C(CCCN1C(=O)[C@H]2CC=CC[C@H]2C1=O)NCc1nc(-c2ccccc2)no1 | 19 | -35 | -14 | 0.6 | -15 | -14 | 4 | 1.3 | 1.9
47 | CCN(CC)c1ncnc2c1sc1nc(C)cc(C)c12 | 5 | 0 | -8 | -0.8 | -19 | -4 | -13 | 2.2 | 0.4
48 | CC1CCN(C(=O)CSc2ccc(-c3ccccc3)nn2)CC1 | 24 | -9 | -19 | -1.1 | -23 | -9 | -9 | -2.0 | 1.0
49 | CCOC(=O)c1c(C)n(S(=O)(=O)c2ccc(C)cc2)c2ccc(O)c(C(=O)O)c12 | 6 | -22 | -2 | 0.1 | -7 | -6 | 0 | 0.1 | 0.3

Compounds listed so far that contain a nitro group on carbon:
cpd | Structure | CHO-K1 Ca PAM | TAAR1 antagonist | GPR7 antag | V1R ag counter | CHO parental Ca | CHO-K1 Ca antag | OXTR potentiate | OXTR agonist | CHO-K1 Ca ag
8 | CCN1CCN(C(=O)c2cc3cc([N+](=O)[O-])ccc3oc2=O)CC1 | -2 | -16 | -5 | 0.6 | 3 | -4 | 0 | -0.2 | -0.1
16 | CCc1ccc(CN(C)CC(=O)Nc2ccccc2[N+](=O)[O-])cc1 | 7 | -4 | -9 | -0.8 | -51 | 4 | -6 | -1.4 | 0.1
22 | Cc1[nH]n(-c2ccccc2)c(=O)c1C(=O)c1ccc([N+](=O)[O-])cc1 | 9 | -6 | -7 | 1.5 | 7 | 3 | -8 | 0.1 | 0.2
39 | Cc1cccc(C(=O)N2CCCCCC2)c1[N+](=O)[O-] | 4 | -16 | -3 | 1.4 | 1 | -9 | -6 | -0.3 | 0.3
